RAD52 inh: blocks human RAD52 DNA annealing; P43351; recombinant RAD52 DNA annealing, FRET fluorescence; inhibition, % at 18.7 µM; actives 0.46% (n = 360,000); AID 651710;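 active = every replicate showing at least 50% inhibition; inconclusive = mean inhibition at least 50% but not in every replicate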
GSIS activator: primary screen for activators of insulin secretion dependent on glucose, INS-1E cells, GLuc reporter luminescence; INS-1E GLuc reporter insulin secretion, 2-3 h; activation, % at 16.6 µM; actives 0.61% (n = 370,000); AID 743287;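 active = lowest replicate activation of at least 40%, so every replicate reaches that level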;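 also: 0% = median of neutral control wells and 100% = median of IBMX positive control wells; some compounds called inactive have numbers as strong as hits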
Xi reactivation: reactivates the inactive X chromosome in mouse fibroblasts; actives 0.055% (n = 360,000); AID 743238; XiGFP mouse fibroblasts, % GFP-positive cells imaging, 3 d; cells co-treated with 5-aza-dC sensitizer; scaled so ellipticine positive control = 100%; activation, % at 7.58 µM;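 active = mean normalized replicate activation at least 10% and every replicate at or above 10%; inconclusive = only one of the two criteria met; inactive = mean below 10% and not all replicates reach 10%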;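 also: 0% = median of on-plate neutral control wells and 100% = ellipticine 6 µM median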
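Material: XiGFP fibroblasts, SV40-immortalized; Buffer or medium: DMEM containing 5-aza-dC; Compound dosing: single point; Times: 3 days compound exposure.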
RAD54 branch: blocks human RAD54 Holliday junction branch migration; FAM/BHQ fluorescence; actives 0.14% (n = 360,000); inhibition, % at 10.4 µM;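 active = mean normalized replicate activity at least 40 and at least half of replicates scoring 40 or more; inconclusive = only one of the two criteria met; inactive = mean below 40 and under half of replicates reaching 40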;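 also: 0% = median of neutral control wells and 100% = median of positive control wells; inhibitors cause a drop in the FAM fluorescence signal; in these data hits start at about 50%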
E-sel inducer: induces E-selectin expression in human endothelial cells; HUVEC E-selectin immunofluorescence imaging; normalized: neutral wells 0, TNF-alpha wells 100; activation, % at 7.58 µM; actives 0.37% (n = 260,000);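 active = mean E-selectin-positive cell signal at least 10% of the positive control, reached in at least 60% of replicates, without over 20% cell loss; inconclusive = no rule given, readout overlaps actives, possibly toxicity-flagged; inactive = the rest, including those meeting only one limit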;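 also: in these data hits start at about 27%; measured in HUVEC primary endothelial cells; signal is the percent of cells scored E-selectin positive by PE staining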
Target sequence (P16581 whole entry, looked up): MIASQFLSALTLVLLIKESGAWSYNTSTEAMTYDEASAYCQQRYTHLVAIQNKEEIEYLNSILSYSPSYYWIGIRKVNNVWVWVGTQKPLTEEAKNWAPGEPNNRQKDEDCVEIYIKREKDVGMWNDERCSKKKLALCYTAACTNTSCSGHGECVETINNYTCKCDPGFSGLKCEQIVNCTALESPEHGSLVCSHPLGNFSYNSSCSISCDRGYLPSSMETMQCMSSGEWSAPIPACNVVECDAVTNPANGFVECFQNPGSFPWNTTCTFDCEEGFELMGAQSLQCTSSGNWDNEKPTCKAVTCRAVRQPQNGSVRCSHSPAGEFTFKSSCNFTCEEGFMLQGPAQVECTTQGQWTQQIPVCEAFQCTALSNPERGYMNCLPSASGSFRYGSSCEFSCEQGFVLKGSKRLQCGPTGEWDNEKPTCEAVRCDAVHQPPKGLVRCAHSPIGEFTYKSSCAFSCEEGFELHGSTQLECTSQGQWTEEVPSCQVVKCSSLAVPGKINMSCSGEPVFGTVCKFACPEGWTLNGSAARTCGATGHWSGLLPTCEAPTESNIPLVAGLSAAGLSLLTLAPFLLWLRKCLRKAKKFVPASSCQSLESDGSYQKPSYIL
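assay system = HUVEC, human umbilical vein endothelial cells | input = 3,000 HUVEC seeded per well | medium = EGM-2 growth medium on 0.1% gelatin-coated wells | dosing = one compound dose added by pin transfer | signal = immunofluorescence imaging | read-out basis = % PE-positive cells | control set = TNF-alpha, DMSO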
DENV2 CPE: protects cells from dengue virus 2 cytopathic effect. DENV2-infected cells, cytopathic effect rescue, plate reader. CPE inhibition, % at 9.99 µM. actives 1.7% (n = 350,000). AID 651640; in the data active = CPE inhibition above about 20%, passing the limit was not always enough; inconclusive = no clear call, values can overlap the other calls; tested in BHK-21 cells;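 also: 0% = median of neutral control wells and 100% = median of positive control wells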
CFTR F508del cor: correctors of CFTR F508del function in bronchial epithelial cells; CFBE cells, YFP halide quenching; stimulated with forskolin plus potentiator P3; % fluorescence drop versus neutral controls; activity (quench increase), % at 7.58 µM; actives 0.36% (n = 350,000); AID 720511;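 active = mean added fluorescence quench of at least 8% versus neutral control, with both replicates also reaching 8%; inconclusive = only one of the mean or replicate conditions met; inactive = mean below 8% and not both replicates reaching 8%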;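 also: cells transiently co-express mutant CFTR-F508del with the halide-sensitive YFP; corrector assay measuring rescue of mutant channel to the surface after 24 h compound exposure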
CASP6 VEID inh: blocks human caspase-6 cleavage activity; P55212; purified caspase-6, Z-VEID-R110 cleavage fluorescence; inhibition, % at 12.5 µM; actives 0.53% (n = 350,000);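 active = mean inhibition across replicates at least about 35%, with every replicate also reaching that limit, limit read from the data; inconclusive = only one of the two criteria met; inactive = neither criterion met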;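 also: 0% = median of neutral control wells and 100% = no fluorescence left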
Target sequence (P55212 24-179 limits assumed): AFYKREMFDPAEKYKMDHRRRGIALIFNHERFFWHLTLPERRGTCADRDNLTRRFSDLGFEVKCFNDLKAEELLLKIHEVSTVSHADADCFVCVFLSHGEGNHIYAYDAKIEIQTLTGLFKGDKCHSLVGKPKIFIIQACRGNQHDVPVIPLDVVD
Target sequence (P55212 194-293 limits assumed): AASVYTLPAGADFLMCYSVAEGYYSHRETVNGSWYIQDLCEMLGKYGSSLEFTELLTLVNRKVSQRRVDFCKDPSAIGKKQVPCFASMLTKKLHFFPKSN
An asterisk follows results filed as active; ? = inconclusive; nt = no result given. Outcome played no part in choosing rows. Share with any hit: about 3.7%.

SMILES	RAD52 inh	GSIS activator	Xi reactivation	RAD54 branch	E-sel inducer	DENV2 CPE	CFTR F508del cor	CASP6 VEID inh
CCOc1cc(/C=C2\SC(=O)N(c3ccc(O)cc3)C2=O)ccc1O	-58	-10	-0.2	nt	-0.4	0	-0.3	-1
O=C(Nc1cc(F)ccc1F)N1C[C@H]2[C@@H](c3ccccc31)[C@H](CO)N2Cc1ccncc1	-14	15	0.3	0	0.1	-3	4.3	-1
COc1ccc(C(=O)ON=C(C)c2nccs2)cc1	-16	3	0.0	14	-0.1	0	-2.5	-3
O=C(NCCN1CCOCC1)c1ccc(/C=C2\Sc3ccccc3N(Cc3ccccc3F)C2=O)cc1	-14	14	0.1	-1	nt	-5	1.1	0
COc1ccc(-n2nc3c(c2NC(=O)COc2ccccc2F)CS(=O)(=O)C3)cc1	-9	5	0.0	11	-0.1	-2	-1.7	5
CCC(=O)Nc1ccc2c(c1)C(=O)N(C)[C@@H]1CC[C@@H](CC(=O)NC3CCCC3)O[C@@H]1CO2	0	3	0.2	-1	-0.1	11	-1.6	-3
COC(=O)[C@H](Cc1ccccc1)N1CC=CS1(=O)=O	-5	13	0.4	nt	nt	-9	-2.1	-3
Cc1nc(N2CCN(C)CC2)c2sc(=S)n(-c3ccccc3)c2n1	-16	11	0.1	-5	nt	-11	-0.6	0
O=C(Nc1ccccc1)N1CC(=O)N2[C@H](CO)[C@H](c3ccc(C#Cc4cccnc4)cc3)[C@H]2C1	-11	-12	0.0	nt	0.9	16	0.2	-3
COC(=O)[C@H]1[C@H](CO)[C@H]2Cn3c(ccc(-c4ccccc4F)c3=O)[C@H]2N1C(=O)CC1CC1	0	7	0.0	-2	-0.1	-3	0.9	18
Cc1ccc(C(C)NC(=O)c2cc3ccccc3oc2=O)cc1C (stereo not drawn)	13	3	0.0	-2	nt	-1	-1.1	1
CO[C@H](CN(C)C(=O)c1ccccc1F)[C@@H](C)CN([C@H](C)CO)S(=O)(=O)c1ccc(F)cc1	6	-2	0.2	2	0.0	0	1.6	-2
CCOC(=O)C1(C)C=C(Nc2ccc(OC)cc2)C(=O)N1c1ccc(OC)cc1 (stereo not drawn)	nt	59*	-0.1	-1	-0.1	nt	nt	nt
CN(C(=O)COC(=O)/C=C/c1cccc([N+](=O)[O-])c1)C1CCS(=O)(=O)C1 (stereo not drawn)	-7	25	-0.1	4	-0.1	nt	-2.4	3
Cc1ccc(Cc2nc3ccccc3[nH]2)cc1	-4	-1	0.0	2	nt	3	-0.4	0
Cc1nnc(NC(=O)CSc2ccc3nnc(-c4ccccn4)n3n2)s1	3	1	0.0	nt	nt	nt	-1.4	1
CN1CCN(C(=O)C[C@@H]2C[C@@H]3c4cc(NC(=O)C5CCOCC5)ccc4O[C@@H]3[C@@H](CO)O2)CC1	0	15	0.0	2	-0.4	3	-1.9	1
CC(=O)Nc1ccc(Oc2cc(N)cc([N+](=O)[O-])c2)cc1	-9	-18	0.4	nt	0.3	-6	-2.0	0
CCOc1ccc(C(=O)Nc2ccc(-c3cc4ccccc4oc3=O)c(C)c2)cc1[N+](=O)[O-]	-4	4	0.0	nt	nt	-3	-4.2	-2
COc1ccc(C(=O)NC2CCN(C(=S)Nc3ccc(C)c(C)c3)CC2)cc1	-10	-4	0.5	2	nt	2	-1.6	-2
C[C@H]1CN([C@@H](C)CO)C(=O)c2cccc(NC(=O)C3CC3)c2O[C@@H]1CN(C)C(=O)Nc1cccc2ccccc12	7	6	0.1	1	1.0	-3	-1.1	-1
COc1ccc(C(=O)CSc2nnc(CNC(=O)c3ccccc3)n2C)cc1	-16	4	-0.1	-4	0.0	-3	0.9	1
CC(C)NC(=O)N1CC2(C1)[C@@H](c1ccccc1)[C@H](CO)N2C(=O)C1CCCCC1	9	4	0.2	nt	0.0	2	-2.8	-2
COc1ccc(OC)c(NC(=O)NCCc2c[nH]c3ccccc23)c1	14	9	0.0	-3	nt	?	1.5	2
CCOC(=O)C1=CN(Cc2cccc(-c3ccc(F)cc3)c2)S(=O)(=O)N(C)C1C (stereo not drawn)	8	-13	-0.1	-4	nt	-7	0.0	-1
C/C=C/c1ccc([C@@H]2[C@H](CO)N(C(=O)CC)[C@H]2CNC(=O)CC2CC2)cc1	nt	-2	0.0	nt	0.0	nt	1.3	nt
CCC(C(=O)N1CCCCCC1)n1nc(C)n2c(cc3occc32)c1=O (stereo not drawn)	-16	20	0.0	-5	-0.5	5	-0.9	1
CC(C)CC#Cc1ccc([C@@H]2[C@@H](CO)N3CCCCN(C(=O)NC4CCCC4)C[C@H]23)cc1	27	-21	0.2	-12	-0.4	-31	9.8*	-1
CSc1ccc(C2NC(=O)CCC2[N+](=O)[O-])cc1 (stereo not drawn)	1	11	0.0	-14	nt	10	0.5	0
C/C(=N\NC(=O)c1cccc(S(=O)(=O)N2CCOCC2)c1)c1ccco1	-1	8	-0.2	-1	-0.2	-4	-0.9	1
CCC(=O)N1C[C@H](O)COC[C@@H]2O[C@@H](CC(=O)NC)CC[C@H]21	1	8	0.2	11	0.0	8	0.9	4
N#C[C@H]1[C@@H](c2ccc(C#CC3CCCCC3)cc2)[C@@H](CO)N1C(=O)Nc1ccc(F)cc1	1	12	0.3	nt	0.1	1	-1.2	0
CCCn1c(SCC(=O)c2ccc3c(c2)OCCO3)n[nH]c1=O	-13	11	0.1	-4	2.6	-1	-1.0	-1
CC(NC(=S)Nc1ccc(OC(F)F)c(Cl)c1)C(C)(C)C (stereo not drawn)	-10	-36	0.4	3	nt	nt	-2.3	4
Cc1ccc2nc(SCc3nnc(-c4ccccc4[N+](=O)[O-])o3)c(C#N)cc2c1	-14	10	nt	-8	nt	-3	-2.1	1
COC(=O)Nc1ccc2ccc3c(NC(=O)OC)ccc4ccc1c2c43	-12	-12	0.1	nt	0.5	0	1.8	1
CC(C)CC1OC(C)CC2=C1C(=O)OC(C)(C)O2 (stereo not drawn)	-8	24	0.0	nt	0.8	5	0.6	-4
COc1ccc(CN(C)C(=O)c2cnc(OC)cc2C(F)(F)F)c(OC)c1	-4	18	0.1	4	-0.1	0	0.6	2
O=C(NC[C@H]1CC[C@@H]2[C@@H](CN2S(=O)(=O)c2ccccc2[N+](=O)[O-])O1)c1cccnc1	13	nt	nt	nt	nt	12	-3.9	0
CC(=O)N1[C@H](CO)[C@@H]2c3ccccc3N(S(=O)(=O)c3ccccc3)C[C@@H]21	2	1	0.0	4	0.1	-2	-1.6	0
C[C@@H]1CN([C@H](C)CO)C(=O)Cc2cc(NC(=O)CCC(F)(F)F)ccc2O[C@@H]1CN(C)S(=O)(=O)c1ccc(Cl)cc1	5	-14	1.1	4	0.0	-5	3.0	-2
CCCNC(=O)N[C@H]1C=C[C@H](CC(=O)NC2CCC2)O[C@H]1CO	2	0	-0.2	-2	-0.1	26*	1.0	1
Cc1ccc2nc(SCC(=O)c3c(N)n(C4CC4)c(=O)[nH]c3=O)[nH]c2c1	12	14	0.3	nt	0.7	-1	1.9	0
Cc1ccc(-n2c(=O)c3sccc3n(Cc3cc(=O)n4ccccc4n3)c2=O)cc1F	-1	7	0.2	nt	nt	4	nt	2
O=C(Nc1ccc(F)c(Cl)c1)c1ccccc1	0	20	-0.2	-6	23	-1	1.6	0
COc1ccc(NC(=O)CCCc2nnc3n(C)c(=O)c4sccc4n23)cc1	-14	5	0.0	1	nt	-6	-2.4	0
Cc1cc(C)cc(C(=O)NC(CC(N)=O)c2ccc(N3CCC(N4CCCCC4)CC3)c([N+](=O)[O-])c2)c1 (stereo not drawn)	-16	13	0.1	-8	0.0	11	1.1	-1
Cc1ccc(CNC(=O)C2CCN(S(=O)(=O)N3CCCCC3)CC2)cc1	-2	-8	0.3	-2	0.4	-4	-0.7	6
COc1ccc(NC(=O)Nc2ccc3c(c2)C(=O)N([C@@H](C)CO)C[C@@H](C)[C@@H](CN(C)Cc2ccc(Cl)c(Cl)c2)OCCCC[C@@H](C)O3)cc1	23	-2	-0.1	1	-0.2	0	1.4	1
CCNC(=O)[C@H]1[C@H](CO)[C@H]2Cn3c(ccc(-c4cncnc4)c3=O)[C@H]2N1C(=O)NC1CCCC1	-1	2	0.0	6	0.3	10	1.4	0
CN1c2ccc(-c3cccc(C#N)c3)cc2[C@H]2[C@H](CCN2C(=O)Cc2ccccn2)[C@H]1CO	-7	-5	0.0	3	-0.2	13	-1.8	0
Cc1c(NS(=O)(=O)c2cccc(C(=O)OCC(=O)N(C)C3CCCCC3)c2)c(=O)n(-c2ccccc2)n1C	-4	-3	0.0	1	-0.2	-3	-0.9	1
Cc1ccc(S(=O)(=O)N[C@H]2C=C[C@H](CC(=O)N3CCc4ccccc4C3)O[C@H]2CO)cc1	10	-8	-0.5	0	1.0	-9	-1.2	1
CNC(=O)C(=O)NCCCN1CCOCC1	-5	27	0.1	nt	-0.8	nt	-1.6	2
COCC(=O)Nc1ccc2c(c1)[C@H]1C[C@H](CC(=O)NCc3cc(F)ccc3F)O[C@@H](CO)[C@H]1O2	nt	0	0.0	5	-0.3	-1	-1.9	nt
C[C@H]1CN([C@@H](C)CO)C(=O)Cc2cc(NC(=O)Cc3cn(C)c4ccccc34)ccc2O[C@H]1CN(C)Cc1ccc(C(=O)O)cc1	-8	-23	0.6	12	0.3	2	4.6	-1
Cn1c(CNC(=O)OC(C)(C)C)nnc1SCc1c(Cl)cccc1Cl	-15	23	0.2	-3	-0.1	-2	-4.2	0
Cc1nn(CC(=O)N/N=C/c2ccc(F)cc2)c(C)c1[N+](=O)[O-]	-1	10	1.7	nt	nt	-2	-1.1	-4
Cc1noc(C)c1S(=O)(=O)Nc1ccc2c(c1)CC(=O)N([C@H](C)CO)C[C@@H](C)[C@H](CN(C)C(=O)NC1CCCCC1)O2	-2	25	0.2	-6	5.2	13	-0.4	-3
COC(=O)C[C@H]1CC[C@H]2[C@H](COc3ccc(NC(=O)c4cccc(OC)c4)cc3C(=O)N2C)O1	-2	-2	-0.1	6	0.0	-7	1.0	2

Later entries.
SMILES	RAD52 inh	GSIS activator	Xi reactivation	RAD54 branch	E-sel inducer	DENV2 CPE	CFTR F508del cor	CASP6 VEID inh
S=C(Nc1cccnc1)Nc1cccc2cnccc12	-10	-13	-0.1	2	4.8	-3	0.3	44*
Cc1ccc(S(=O)(=O)N(C)C[C@@H]2Oc3c(NC(=O)Nc4ccc(F)cc4)cccc3C(=O)N([C@H](C)CO)C[C@H]2C)cc1	0	23	0.0	4	0.5	11	0.3	3
Oc1cccc2ccc(/C=C/c3ccc(Br)s3)nc12	-41	5	0.0	nt	nt	2	-2.0	0
COc1ccc(CNC(=O)c2ccc(CS(=O)Cc3ccc(Cl)cc3)o2)cc1 (stereo not drawn)	2	-3	0.0	2	nt	3	-1.1	-2
COCCCNc1nc2ccccc2nc1NS(=O)(=O)c1ccc(C)cc1C	-13	-16	0.0	nt	9.5	-6	-6.0	-5
